Screening data as filed in PubChem.
MRP resist rev: reversal of MRP1-mediated doxorubicin resistance, primary screen, H69AR cells, doxorubicin co-treatment. H69AR cells + 2 uM doxorubicin, CellTiter-Glo, 72 h. differential viability (reversal), % at 10 µM. 0.04% of 85,000 active;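 active = viability drop by adding the cancer drug above about 55%, with treated viability meeting a 40% cutoff, limit read from the data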;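 also: viability without doxorubicin minus viability with 2 µM doxorubicin for each compound; larger differential means the compound sensitizes cells more to doxorubicin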
MRP resist rev cytotoxicity: recorded beside MRP resist rev, whose call it bears; viability, %; H69AR cells, CellTiter-Glo, 72 h; measured here: cytotoxicity without doxorubicin
MRP resist rev with doxorubicin: recorded beside MRP resist rev, whose call it bears; viability, %; measured here: viability with 2 uM doxorubicin; stronger effect = lower value
The depositor's hits bear a star. Only part of the results is shown; count on the stated rates, not on these rows.

Order of results: MRP resist rev	MRP resist rev cytotoxicity	MRP resist rev with doxorubicin
- CCOC(=O)c1cc2c(=O)n3ccccc3nc2n(Cc2ccc(Cl)cc2)c1=N
    10.2	50.7	40.5
- COc1ccccc1NC(=O)N1CCN(c2ccc3nncn3n2)CC1
    14.7	90.9	76.3
- CCOC(=O)C1=C(C)Nc2nc(C)nn2C1c1ccc(OCC)c(OC)c1 (stereo unspecified)
    1.1	88.0	86.9
- O=C(Nc1nnc(-c2ccccc2)o1)c1nc2ccccc2s1
    -29.6	29.1	58.7
- Cc1c(CCC#N)c(N2CCCCC2)n2c(nc3ccccc32)c1C#N
    37.4	60.9	23.4
- C[C@]12CC[C@@H]3c4ccc(O)cc4[C@@H](O)C[C@H]3[C@@H]1CC[C@@H]2O
    -7.1	84.1	91.2
- Cc1nn(C(=O)N2CCOCC2)c(C)c1CN1C(=O)c2ccccc2C1=O
    7.3	97.0	89.6
- Fc1ccc(CSc2ncnc3c2oc2ccccc23)cc1
    2.3	92.1	89.8
- CCN1CCN(Cc2nc3c(c(=O)n(C)c(=O)n3C)n2CCc2ccccc2)CC1
    16.1	96.6	80.5
- COc1cccc(C2/C(=C(/O)c3ccncc3)C(=O)C(=O)N2CCCN2CCOCC2)c1OC (stereo unspecified)
    -17.6	93.4	111.0
- Cc1cc2c(cc1C)NC(CC(=O)NCc1ccccc1)C(=O)N2 (stereo unspecified)
    -12.6	82.3	94.9
- COc1ccc(-c2csc(NC(=O)CC(C)C)n2)cc1
    10.2	97.1	86.8
- COc1cccc(C2/C(=C(/O)c3ccc(C)cc3)C(=O)C(=O)N2Cc2ccco2)c1 (stereo unspecified)
    18.4	95.9	77.5
- Cc1ccc(Cl)cc1N1CCN(C(=O)C2CCC(=O)N2C(C)C)CC1 (stereo unspecified)
    4.1	80.7	76.6
- CCN(CC)CCNC(=O)c1ccc(NC(C)=O)cc1
    18.1	101.7	83.6
- COc1ccc2c(c1OC)C(=O)O[C@@H]2[C@H]1c2c(cc3c(c2OC)OCO3)CCN1C
    -45.6	30.0	75.5
- CCc1c(C)nc(N)n2c(SCC(=O)N3CCN(c4ccccc4)CC3)nnc12
    11.9	95.3	83.4
- Cc1cc(C)cc(NC(=O)CSc2nnc(Cn3c(=O)sc4ccccc43)n2C)c1
    14.8	88.0	73.2
- O=C(Cn1c(NCCO)nc2ccccc21)c1ccccc1
    4.0	91.7	87.7
- CCCCc1oc2ccccc2c1C(=O)c1cc(I)c(OCCN(CC)CC)c(I)c1
    -4.1	2.1	6.2
- CC1(C)S[C@@H]2[C@H](NC(=O)Cc3ccccc3)C(=O)N2[C@H]1C(=O)O
    11.2	100.0	88.8
- O=C(O)C(Cc1c[nH]c2ccccc12)NS(=O)(=O)c1cccc2nsnc12 (stereo unspecified)
    7.0	95.2	88.2
- O=c1[nH]c(=O)n([C@H]2C[C@H](O)[C@@H](CO)O2)cc1C(F)(F)F
    -24.0	73.0	97.1
- CN(Cc1ccco1)S(=O)(=O)c1ccc2c(c1)CCN2C(=O)CCC(=O)O
    -3.8	100.1	103.9
- CCc1cn([C@H]2C[C@H](O)[C@@H](CO)O2)c(=O)[nH]c1=O
    -9.1	87.4	96.5
- CN1CCc2c(sc3c2c(=O)n(-c2ccccc2)c2nnc(SCc4ccc(F)cc4)n32)C1
    36.3	81.6	45.4
- Cc1c(C(=O)NCC2CCCO2)oc2ccc(S(=O)(=O)N3CCCCC3)cc12 (stereo unspecified)
    12.2	85.8	73.6
- C/C=C(/C(=C/C)c1ccc(O)cc1)c1ccc(O)cc1
    -31.5	20.6	52.1
- COCCCn1c2nc3ccccc3nc2c2c(=O)n(-c3ccccc3OC)c(C)nc21
    3.6	79.9	76.3
- Cc1cccc(C)c1NC(=O)C1(N2CCN(C(=O)c3ccco3)CC2)CCCCC1
    -25.5	71.0	96.5
- O=C(CN1C(=O)CCC1=O)Nc1nc(-c2nc3ccccc3s2)cs1
    -9.5	77.2	86.7
- Cc1cc(NC(=O)C2=C(O)c3ccccc3S(=O)(=O)N2C)no1
    -0.1	94.9	95.0
- Cc1cc(C2(c3ccc(O)c(C)c3)OC(=O)c3ccccc32)ccc1O
    3.8	89.5	85.7
- CCCCOc1ccc(N(CC(=O)NC2CCCC2)C(=O)CCC(=O)Nc2ccccn2)cc1
    7.0	76.8	69.8
- CCOC(=O)CSc1nc(C)cc(Oc2ccc(=O)n(C)n2)n1
    1.4	96.5	95.1
- O=C(O)CSC1=NCCN1
    -5.2	86.7	91.9
- CCCCC(=O)Nc1nc2ccc3nc(C)sc3c2s1
    -8.6	74.4	83.0
- COc1ccc(OCC2CNC(=O)O2)cc1 (stereo unspecified)
    3.3	91.7	88.4
- Cc1ccc(NC(=O)c2oc3ccc(S(=O)(=O)N4CCC5(CC4)OCCO5)cc3c2C)cc1C
    12.4	100.7	88.4
- CC(O)Cn1cnc2c1c(=O)n(C)c(=O)n2C (stereo unspecified)
    1.0	98.7	97.6
- Cc1cccc(CSc2nnc(Cn3c(=O)sc4ccccc43)n2C)c1
    13.8	78.4	64.6
- COc1ccc(-c2cn3c(C)c(C(=O)N4CCN(c5ccccc5)CC4)sc3n2)cc1
    -2.7	91.6	94.3
- CC(C)Cc1cc(C(=O)NCc2ccco2)no1
    3.6	91.4	87.8
- COc1ccc(-n2c(SCC(=O)N3CCCC3)nc3c([nH]c4ccccc43)c2=O)cc1
    -15.2	78.1	93.2
- O=C(NC1CCCc2ccccc21)C1CCN(c2c(N3CCCC3)c(=O)c2=O)CC1 (stereo unspecified)
    -33.8	50.3	84.1
- Nc1cc(N)cc(-c2nc3ccccc3o2)c1
    -9.2	80.3	89.5
- CC(=O)c1cc(-c2ccccc2)n(CC(=O)N2CCC(C)CC2)c1C
    11.1	83.4	72.2
- NS(=O)(=O)c1cc2c(cc1Cl)NC(CSCc1ccccc1)=NS2(=O)=O
    2.9	98.7	95.8
- COc1ccc(NS(=O)(=O)c2ccc(N)cc2)nn1
    7.1	102.6	95.5
- COc1ccc(C)cc1NC(=O)C1CCCN(S(=O)(=O)c2cccc3nonc23)C1 (stereo unspecified)
    -8.2	68.4	76.6
- CN1CCN(c2c3c(c(C#N)c4nc5ccccc5n24)CCCC3)CC1
    37.8	73.3	35.5
- COc1ccc(OC)c(C2/C(=C(\O)c3c(C)nc4ccccn34)C(=O)C(=O)N2CCCN(C)C)c1 (stereo unspecified)
    6.0	95.9	89.8
- CCOc1ccc(S(=O)(=O)NCc2ccc(Cl)cc2)c2cccnc12
    -14.5	87.7	102.2
- Clc1ccc(C2=CSC3=Nc4cccc5cccc(c45)N23)cc1
    -23.2	27.7	50.9
- Cc1ccc(-c2csc(NC(=O)c3cccc(N4C(=O)CCC4=O)c3)n2)o1
    -4.1	87.1	91.2
- COCCN1Cc2cccc(C(=O)Nc3ccc(S(=O)(=O)N4CCCCCC4)cc3)c2C1=O
    -41.2	25.0	66.2
- O=C1c2cccc(O)c2C(=O)c2c(O)cccc21
    -13.2	47.5	60.6

For convenience, some entries already given:
Order of results: MRP resist rev	MRP resist rev cytotoxicity	MRP resist rev with doxorubicin
- O=C(CN1C(=O)CCC1=O)Nc1nc(-c2nc3ccccc3s2)cs1
    -9.5	77.2	86.7
- Cc1cc(NC(=O)C2=C(O)c3ccccc3S(=O)(=O)N2C)no1
    -0.1	94.9	95.0
- Cc1cc(C2(c3ccc(O)c(C)c3)OC(=O)c3ccccc32)ccc1O
    3.8	89.5	85.7
- CCCCOc1ccc(N(CC(=O)NC2CCCC2)C(=O)CCC(=O)Nc2ccccn2)cc1
    7.0	76.8	69.8
- CCOC(=O)CSc1nc(C)cc(Oc2ccc(=O)n(C)n2)n1
    1.4	96.5	95.1
- O=C(O)CSC1=NCCN1
    -5.2	86.7	91.9
- CCCCC(=O)Nc1nc2ccc3nc(C)sc3c2s1
    -8.6	74.4	83.0
- COc1ccc(OCC2CNC(=O)O2)cc1 (stereo unspecified)
    3.3	91.7	88.4
- Cc1ccc(NC(=O)c2oc3ccc(S(=O)(=O)N4CCC5(CC4)OCCO5)cc3c2C)cc1C
    12.4	100.7	88.4
- CC(O)Cn1cnc2c1c(=O)n(C)c(=O)n2C (stereo unspecified)
    1.0	98.7	97.6
- Cc1cccc(CSc2nnc(Cn3c(=O)sc4ccccc43)n2C)c1
    13.8	78.4	64.6
- COc1ccc(-c2cn3c(C)c(C(=O)N4CCN(c5ccccc5)CC4)sc3n2)cc1
    -2.7	91.6	94.3
- CC(C)Cc1cc(C(=O)NCc2ccco2)no1
    3.6	91.4	87.8
- COc1ccc(-n2c(SCC(=O)N3CCCC3)nc3c([nH]c4ccccc43)c2=O)cc1
    -15.2	78.1	93.2
- O=C(NC1CCCc2ccccc21)C1CCN(c2c(N3CCCC3)c(=O)c2=O)CC1 (stereo unspecified)
    -33.8	50.3	84.1
- Nc1cc(N)cc(-c2nc3ccccc3o2)c1
    -9.2	80.3	89.5
- CC(=O)c1cc(-c2ccccc2)n(CC(=O)N2CCC(C)CC2)c1C
    11.1	83.4	72.2
- NS(=O)(=O)c1cc2c(cc1Cl)NC(CSCc1ccccc1)=NS2(=O)=O
    2.9	98.7	95.8
- COc1ccc(NS(=O)(=O)c2ccc(N)cc2)nn1
    7.1	102.6	95.5
- COc1ccc(C)cc1NC(=O)C1CCCN(S(=O)(=O)c2cccc3nonc23)C1 (stereo unspecified)
    -8.2	68.4	76.6
